tim23-1 inh – growth inhibitors of tim23-1 mutant yeast, primary screen, luminescence, uHTS | inhibition, % at 20 µM | AID 463212, 2010 | 330,000 compounds, 1.3% hits | S. cerevisiae tim23-1 growth, BacTiter-Glo luminescence, 24 h;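 active = growth inhibition of the mutant yeast at or above 50%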;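 note: temperature-sensitive mutant grown at 25 °C; plate controls were DMSO-treated mutant yeast for no effect and medium wells lacking yeast for full effect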
APJ antagonist – antagonists of human apelin receptor APJ, primary screen, CHO-K1 cells, beta-arrestin complementation, luminescence. P35414. inhibition, % at 20 µM. AID 2521, 2010. 330,000 compounds, 0.32% hits;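 active = inhibition above about 40% at 20 µM, limit read from the data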;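 note: cells challenged with 10 nM apelin-13 agonist together with compound; plate controls were apelin-13 plus DMSO wells for no effect and DMSO wells lacking apelin-13 for full effect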
Target sequence (P35414 whole entry, looked up): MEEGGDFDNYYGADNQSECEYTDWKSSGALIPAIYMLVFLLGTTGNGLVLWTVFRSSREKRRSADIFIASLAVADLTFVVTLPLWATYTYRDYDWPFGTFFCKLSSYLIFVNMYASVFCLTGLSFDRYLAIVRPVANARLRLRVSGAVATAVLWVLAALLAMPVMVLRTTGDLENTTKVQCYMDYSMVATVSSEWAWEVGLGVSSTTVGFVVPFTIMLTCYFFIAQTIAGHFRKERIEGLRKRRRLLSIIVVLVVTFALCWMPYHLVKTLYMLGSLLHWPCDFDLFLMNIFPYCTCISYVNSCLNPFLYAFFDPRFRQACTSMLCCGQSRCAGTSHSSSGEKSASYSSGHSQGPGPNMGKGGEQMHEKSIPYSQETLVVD
tim10-1 inh – growth inhibitors of tim10-1 mutant yeast, primary screen, luminescence, uHTS; inhibition, % at 20 µM; S. cerevisiae tim10-1 ts strain growth, BacTiter-Glo, 24 h; AID 463190, 2010; 330,000 compounds, 2.2% hits;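 active = inhibition of at least 40%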;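 note: mutant grown at 25 °C; 0% = DMSO wells with yeast and 100% = wells holding no yeast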
NLRP3 yeast inh – NALP3 inflammasome inhibitors in reconstituted yeast, primary screen, luminescence, uHTS. Yeast reconstituted NLRP3/ASC/caspase-1, beta-gal luminescence, 24 h. 330,000 compounds, 0.39% hits. inhibition, % at 10 µM. AID 2825, 2010;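 active = inhibition of 50% or more; inactive = inhibition below 50%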;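 note: plate controls were induced DMSO wells for no effect and uninduced yeast grown without galactose for full effect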
TIM10 inh – growth inhibitors of isogenic TIM10 control yeast, primary screen, counter-screen for tim10-1 yeast inhibitor project, luminescence, uHTS | S. cerevisiae TIM10 strain growth, BacTiter-Glo luminescence, 24 h | inhibition, % at 10 µM | 330,000 compounds, 1.4% hits | AID 463195, 2010;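 active = inhibition of 40% or more at the single tested concentration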;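 note: wild-type TIM10 isogenic control strain grown at permissive 25 °C; 0% = DMSO yeast wells and 100% = minimal medium wells without yeast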
GRIN3A LBD mod – binders of NR3A ligand-binding domain, primary screen, biophysical, differential scanning fluorimetry, uHTS; 340,000 compounds, 2.5% hits; NR3A LBD differential scanning fluorimetry, Tm shift; 0% = protein alone, 100% = glycine-bound protein; Tm shift relative to glycine control, % at 25 µM; Glutamate receptor ionotropic, NMDA 3A (GRIN3A) ligand-binding domain;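 active = melting temperature shift of at least 10% of the positive control shift, at one fixed dose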
MPTP block – mitochondrial permeability transition pore inhibitors, primary screen, biochemical, isolated mouse mitochondria, absorbance | Ca2+ swelling absorbance, 30 min | inhibition, % at 10 µM | 360,000 compounds, 1.4% hits;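 active = inhibition of 50% or more, scaled per plate between neutral and stimulator controls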;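 note: 0% = DMSO wells given calcium and 100% = 1 mM EGTA wells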
MIN6 prolif – inducers of MIN6 beta-cell proliferation, primary screen, ATP luminescence, uHTS; MIN6 cells proliferation, ATPlite luminescence, 48 h; cells starved in 0.2% serum; 100% = growth in 10% serum; proliferation, % at 10 µM; 330,000 compounds, 0.29% hits; AID 2380, 2010;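 active = compounds whose signal lies at least 3.5 SD above the mean of all wells on their plate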;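 note: 0% = DMSO-treated cells in low-serum medium and 100% = 10% serum control; some compounds called inactive have numbers as strong as hits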
APJ ag – agonists of human apelin receptor APJ, primary screen, CHO-K1 cells, PathHunter beta-arrestin, luminescence | P35414 | 0% DMSO wells, 100% apelin | activation, % at 20 µM | 330,000 compounds, 0.11% hits;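 active = activation more than six SD over the plate average, tested at 20 µM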;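 note: 0% = DMSO alone and 100% = apelin-13 at 10 nM; some results filed as inactive read as strong as hits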
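Incubation: overnight seeding, 90 min compound at 25 °C, 1 h detection; test system: PathHunter CHO-K1 APJ (AGTRL-1) beta-arrestin reporter cells; amount: 1000 cells/well; doses: one dose, 20 µM compound, 1% DMSO; measured by: beta-gal luminescence; measure: agonist-driven arrestin binding to APJ; benchmarks: negative DMSO alone, positive Apelin-13 at 10 nM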
* marks the source's active call; other numbers are inactive results; / = not tested or not shown.

SMILES	tim23-1 inh	APJ antagonist	tim10-1 inh	NLRP3 yeast inh	TIM10 inh	GRIN3A LBD mod	MPTP block	MIN6 prolif	APJ ag
Cc1noc(C)c1COC(=O)c1csc2c1CCC(C)C2 (stereo not given)	21	-2	9	11	-6	5	-0.3	-2	-1
CC1Cc2ccccc2N1C(=O)COC(=O)c1ccc(O)cc1 (stereo not given)	2	-1	-23	7	-35	0	2.1	-1	-1
c1ccc(-c2ccccc2-c2nc(-c3cccnc3)no2)cc1	-3	-13	45*	11	1	4	-0.5	-1	-2
COc1ccc(S(=O)(=O)NC(Cc2ccccc2)C(=O)O)cc1 (stereo not given)	3	9	22	4	6	0	-0.1	-2	0
CCOc1ccccc1Nc1nnc(SCC(=O)NC(=O)c2cccn2C)s1	-14	-6	13	11	6	5	0.9	-2	0
COc1cc(/C=C/C(=O)OCC(=O)Nc2cccc(F)c2)ccc1O	4	16	-20	22	-5	-2	-0.1	-3	-3
COc1ccc(NC(=O)CC2Nc3ccccc3NC2=O)c([N+](=O)[O-])c1 (stereo not given)	-6	2	3	7	10	1	1.1	-1	-4
CC(CC(=O)O)Nc1ccccc1O (stereo not given)	1	-15	5	10	16	1	1.2	-3	-3
CN1CCN(CCC(=O)N/N=C/c2ccccn2)CC1	6	6	7	11	5	-1	-1.0	-4	-1
COc1ccc(CC(=O)N2CCc3cc(OC)c(OC)cc3C2)cc1	12	7	12	14	4	5	-1.0	0	-3
COc1ccc(C2(C(=O)N3CCC(n4nc(-c5ccccc5)oc4=O)CC3)CC2)cc1	38	4	41*	-4	14	-6	-1.8	-3	1
O=[N+]([O-])c1ccc(N2CCN(Cc3ccc([N+](=O)[O-])o3)CC2)cc1	-6	-3	-169	23	-262	1	-1.0	-3	1
CCc1cn([C@H]2C[C@H](O)[C@@H](CO)O2)c(=O)[nH]c1=O	6	7	8	-2	1	-2	-0.5	-2	-6
C/C(CC(=O)NCc1ccco1)=N\NC(=O)Cc1ccc(-c2ccccc2)cc1	8	6	-4	14	0	-10	2.8	0	1
O=C(NCc1ccc2c(c1)OCO2)c1cccc(C(=O)NCc2ccc3c(c2)OCO3)c1	-4	18	-1	4	-1	0	-2.8	5	-2
CCOC(=O)N1CCN(c2cc(N3CCOCC3)c(F)cc2[N+](=O)[O-])CC1	20	20	19	10	12	0	-1.8	-2	-2
COc1ccc(NC(=O)CCCN2C(=O)C(c3ccccc3)Oc3cccnc32)cc1OC (stereo not given)	22	-16	34	4	3	0	1.3	7	-1
O=C1NCCN(Cc2cccc(Oc3ccccc3)c2)C1CC(=O)N1CCCCO1 (stereo not given)	6	3	19	2	13	1	1.8	0	-1
C/C(=N\NC(=O)C(NC(=O)c1ccccc1)C(C)C)c1ccccc1 (stereo not given)	14	12	5	22	-1	0	-2.1	-3	-2
CC(=O)c1ccc(N=C2SCCCN2C(=O)C2CCCCC2)cc1	26	-1	11	37	-7	0	-3.3	-4	-1
CCOCCCNC(=O)C1CCN(Cc2ccc(OCc3ccccc3)c(OC)c2)CC1	7	1	-2	4	4	-5	0.8	1	2
Cc1nn(-c2ncc(C(F)(F)F)cc2Cl)c(=O)n1-c1ccccc1	13	16	19	15	11	-6	-1.6	-2	2
Cc1cc(C)nc(Nc2n[nH]c(-c3cccc4ccccc34)n2)n1	10	3	18	28	24	2	3.1	-1	0
COCCN(C(=O)COC(=O)c1sccc1C)c1c(N)n(Cc2ccccc2)c(=O)[nH]c1=O	-6	11	-17	2	-1	-7	0.6	4	2
Cc1cccc(-n2nc(C)cc2N)c1	22	9	2	-3	7	0	-0.5	-2	8
COc1ccc(CCNC(=O)Nc2ccc([N+](=O)[O-])cc2)cc1OC	-3	18	15	10	16	-12	43	-2	-3
Cc1cccc(C)c1N1CC(=O)N(c2c(C)cccc2C)CC1=O	23	1	17	-5	6	1	1.1	1	-2
CCCOC(=S)NC(=O)c1sc2ccccc2c1Cl	41	2	30	8	19	-10	-0.8	-2	-3
CCOC(=O)/C=C/CN(C(=O)OC(C)(C)C)S(=O)(=O)N1CC=CC1	11	-12	18	13	8	0	1.5	-5	2
O=c1[nH]c2c(c3c1CCCC3)CCCC2	4	9	5	15	3	0	-0.5	0	-6
O=C(NCCCN1CCOCC1)c1ccc2c(c1)N(Cc1ccccc1F)C(=O)c1ccccc1S2=O (stereo not given)	-119	16	-39	-3	-53	-6	0.3	-1	5
COc1cc(C(=O)NNC(=O)c2cc(S(=O)(=O)N(C)C)ccc2N2CCCC2)cc(OC)c1OC	2	19	-2	9	0	0	1.7	2	-5
COc1cc(C2C(C(=O)c3ccc(C)o3)=C(O)C(=O)N2Cc2ccccc2)ccc1O (stereo not given)	-22	-18	-9	11	6	/	-2.4	5	4
CC(C)[C@H](NC(=O)C1CCN(S(=O)(=O)c2ccc(F)cc2)CC1)C(=O)N1CCCCCC1	9	22	2	14	1	-2	0.3	1	-4
CC(=O)N(Cc1cccs1)Cc1cc2ccc(C)c(C)c2nc1Cl	28	-1	-3	18	21	-4	1.6	-2	-4
CC(C)(C)N(Cc1ccccc1)C(=O)CN1C(=O)c2ccccc2S1(=O)=O	38	9	20	25	12	0	-0.1	1	-2
Cc1ccc(S(=O)(=O)Nc2nc(C)cc(N/N=C/c3ccc(O)cc3)n2)cc1	-17	2	11	-10	7	-3	3.8	1	1
CC(C)N1CC(C(=O)Nc2ccc(Cl)c(Cl)c2)CC1=O (stereo not given)	5	3	16	7	1	-1	0.3	0	-4
COc1cc(NC(=O)COc2cccc3c2OC(C)(C)C3)cc(OC)c1OC	27	-3	16	10	13	1	6.4	-3	2
Cc1ccc(C)c(NC(=O)CSc2nnc3n2CCCCC3)c1	-12	4	6	-3	8	0	-2.4	1	-3
CC1Cc2cc(S(=O)(=O)NCCC(=O)NCc3ccc(F)cc3)ccc2N1C(=O)C1CC1 (stereo not given)	6	-3	8	6	-9	-2	0.6	0	19
CCCOC(=O)c1ccc(NC(=O)c2c(Cl)ccc(Cl)c2OC)cc1	45	10	48*	13	15	-3	5.8	-2	2
CCOc1ccc(OCC)c(S(=O)(=O)NCc2ccccc2)c1	32	-14	4	7	-4	0	-0.1	-1	-1
O=C(CN1C(=O)c2ccccc2S1(=O)=O)NCc1cccs1	-13	-9	10	13	-2	-1	0.5	-1	2
CCCNC(=O)CS(=O)(=O)Cc1nc(-c2ccccc2C)oc1C	10	10	4	8	-4	0	1.3	-2	-3
CCOc1ccc(-c2cccc(NS(=O)(=O)c3cc([N+](=O)[O-])ccc3C)c2)nn1	25	10	18	12	4	11*	0.7	3	5
CN1CCN(c2oc(-c3ccco3)nc2S(=O)(=O)c2ccccc2)CC1	7	-20	6	6	-13	2	2.2	-2	-5
CC1Cc2ccccc2N1CC(=O)Nc1ccc(Cl)c(S(=O)(=O)N(C)C)c1 (stereo not given)	2	0	15	2	19	1	-1.1	-2	-1
CCOC(=O)N1CCN(C(=O)c2cc(S(=O)(=O)N3CCCC3)cn2C)CC1	-3	-27	7	-7	7	0	1.3	6	4
Cc1ccc2c(c1)C1CN(C)CCC1N2C(=O)c1ccccc1NS(=O)(=O)c1ccc(F)cc1 (stereo not given)	7	16	16	0	4	-2	-1.3	0	-3
CC(C)CN(CC(C)C)C(=O)C12CCC(C)(C(=O)C1)C2(C)C (stereo not given)	39	-2	36	8	4	0	-2.4	0	3
CC(C)(C)C(=O)NC1CCN(S(=O)(=O)c2ccccc2F)CC1	13	-14	13	-4	7	0	-0.6	3	0
COc1cc(C(C(=O)NC2CCCC2)N(C(=O)c2ccco2)c2ccccc2C(C)=O)cc(OC)c1OC (stereo not given)	18	-1	18	2	-2	-4	-1.2	-4	-2
CCc1ccccc1NC(=O)C1NC(=O)CC1c1ccccc1 (stereo not given)	3	8	-7	7	-15	0	3.3	-4	-3
CCOc1ccc(C(O)c2nccn2Cc2ccccc2)cc1 (stereo not given)	-20	-6	0	8	-7	-1	6.1	-2	-2
O=c1cc(O)c2sc3nc4c(c(C(F)(F)F)c3c2[nH]1)CCCCC4	18	9	-2	1	-5	0	3.0	-1	-2
CCc1ccc(NC(=O)C(C)OC(=O)Cc2cc(OC)c(OC)c(OC)c2)cc1 (stereo not given)	32	1	19	7	9	-1	0.0	-1	-1
Cc1ccc(OCC(=O)Nc2ccc3c(c2)nc(CCN2CCN(C)CC2)n3C)cc1	-8	8	-2	0	-9	-2	1.1	2	-1
O=C(C[N+]1(CC#Cc2ccccc2)CCCCC1)c1ccccc1	18	11	25	14	21	-1	-0.1	-7	-2
Cc1cc(C(=O)CN(Cc2ccc(F)cc2)S(=O)(=O)c2ccc3c(c2)OCCO3)c(C)n1C	18	19	37	8	1	4	7.8	-3	0

Copied from the listing (5 entries):
SMILES	tim23-1 inh	APJ antagonist	tim10-1 inh	NLRP3 yeast inh	TIM10 inh	GRIN3A LBD mod	MPTP block	MIN6 prolif	APJ ag
CC1Cc2ccccc2N1CC(=O)Nc1ccc(Cl)c(S(=O)(=O)N(C)C)c1 (stereo not given)	2	0	15	2	19	1	-1.1	-2	-1
CCOC(=O)N1CCN(C(=O)c2cc(S(=O)(=O)N3CCCC3)cn2C)CC1	-3	-27	7	-7	7	0	1.3	6	4
Cc1ccc2c(c1)C1CN(C)CCC1N2C(=O)c1ccccc1NS(=O)(=O)c1ccc(F)cc1 (stereo not given)	7	16	16	0	4	-2	-1.3	0	-3
CC(C)CN(CC(C)C)C(=O)C12CCC(C)(C(=O)C1)C2(C)C (stereo not given)	39	-2	36	8	4	0	-2.4	0	3
CC(C)(C)C(=O)NC1CCN(S(=O)(=O)c2ccccc2F)CC1	13	-14	13	-4	7	0	-0.6	3	0

(further entries)
SMILES	tim23-1 inh	APJ antagonist	tim10-1 inh	NLRP3 yeast inh	TIM10 inh	GRIN3A LBD mod	MPTP block	MIN6 prolif	APJ ag
COc1ccc(NC(=O)C2CCN(C(=O)NCc3ccccc3)CC2)cc1	3	0	0	0	10	1	0.2	-2	-1
O=C(NNC(=O)C12CC3CC(CC(Cl)(C3)C1)C2)c1ccncc1	15	19	-5	8	8	-3	-1.8	-2	5
O=C(O)CC1(CC(=O)NCc2ccc(C(F)(F)F)cc2)CCCCC1	-6	-5	2	12	-15	3	7.6	0	-1
CC1=C/C(=N\N=C2\NC(=O)C(CC(=O)Nc3ccccc3F)S2)CC(C)(C)C1 (stereo not given)	5	6	18	6	9	-2	-1.9	-3	-1
O=C(CSc1nnc2c(Cl)cc(C(F)(F)F)cn12)NCc1ccc(F)cc1	10	-6	-4	15	13	-1	2.6	0	1
COc1ccc(NC(=O)Nc2cccc([N+](=O)[O-])c2)cc1Cl	8	-4	20	15	19	32*	94*	0	-3
COc1ccc(C(=O)/C=C/c2ccc(O)cc2)c(O)c1CC=C(C)C	34	14	23	21	6	15*	2.5	-7	-7
Cn1ccc(NC(=O)c2ccc([N+](=O)[O-])cc2)n1	0	4	-9	10	7	-4	-0.9	-2	-1
CC1(C)Cc2ccccc2C2=NNC(=O)C2=N1	38	-10	22	14	20	1	-1.0	-4	-2
COc1cc(CN2CC(C)OC(C)C2)cc(OC)c1 (stereo not given)	-4	12	7	8	7	-3	-0.6	-1	-2
